GPR55 antagonists: GPR55 antagonists blocking LPI-driven arrestin recruitment, primary screen, imaging, U2OS, beta-arrestin-GFP, LPI agonist (AID 2013); U2OS GPR55 beta-arrestin-GFP translocation imaging, LPI antagonism; higher % means a stronger effect; inhibition, % at 10 µM, or IC50 in µM where a hit was titrated; 290,000 compounds, 0.13% hits;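 active = spots per cell inhibited over 60%, with over 100 cells counted and total cytoplasm intensity under 500,000; inconclusive = wells with under 100 cells, flagged as likely toxic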;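 also: U2OS cells stably carrying GPR55 and arrestin-GFP stimulated by 5 µM LPI near EC80; imaged beta-arrestin-GFP aggregate spots per cell after agonist stimulation; plate controls were LPI-stimulated DMSO wells for no effect and DMSO wells without LPI for full effect; some results filed as inactive read as strong as hits; confirmed hits need IC50 under 10 µM and bright autofluorescent wells are also inconclusive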
GPR35 antagonists: GPR35 antagonists blocking zaprinast-driven arrestin recruitment, primary screen, imaging, U2OS, beta-arrestin-GFP, zaprinast agonist (AID 2058). one-dose inhibition, % at 10 µM; IC50 in µM for titrated hits. U2OS GPR35 beta-arrestin-GFP translocation imaging, zaprinast antagonism; higher % means a stronger effect. 290,000 compounds, 0.052% hits;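 active = inhibition of at least 50% with at least 30 cells and total cytoplasm GFP at most 10,000,000; inconclusive = under 30 cells or total GFP of 10,000,000 plus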
NOD2 inhibition: NOD2 signaling inhibitors, cell-based, luminescence, uHTS, HEK293 (AID 1566). 290,000 compounds, 0.63% hits. inhibition, % at 4 µM, or EC50 in µM where a hit was titrated. HEK293 NOD2/NF-kB luciferase reporter, luminescence; higher % means a stronger effect; also: many of its hits are not listed in these tables
KOR beta-arrestin-1: KOR antagonists, beta-arrestin recruitment, cell-based, luminescence, uHTS (AID 1778); KOR beta-arrestin recruitment, luminescence, antagonist mode; higher % means a stronger effect; one-dose inhibition, % at 10 µM; IC50 in µM for titrated hits; 290,000 compounds, 0.091% hits; also: strong numbers were not always called active
Myeloid diff MLP: myeloid differentiation induction; ER-HoxA9 myeloid progenitors, lysozyme-GFP differentiation, flow cytometry; calls only at 10 µM; 360,000 compounds, 1% hits; AID 624256;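 active = normalized GFP-positive differentiation at or above the plate's own cutoff, the solvent-only control mean plus 3 SD; inconclusive = no clear call, values can overlap the other calls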;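 also: cells exposed to compound for four days before flow analysis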
KOR beta-arrestin-2: KOR agonists, beta-arrestin recruitment, primary screen, cell-based, luminescence, uHTS (AID 1777). KOR beta-arrestin recruitment, luminescence; higher % means a stronger effect. activation, % at 10 µM; hits with a dose series show EC50 in µM. 280,000 compounds, 0.02% hits; in the data active = activation above about 50%, passing the limit was not always enough; also: a part of the inactive calls stands beside numbers as strong as those of hits
GPR55 beta-arrestin: GPR55 agonists via beta-arrestin recruitment, primary screen, imaging, U2OS cells, beta-arrestin-GFP redistribution (AID 1961); 290,000 compounds, 0.048% hits; U2OS GPR55 beta-arrestin-GFP redistribution imaging; higher % means a stronger effect; activation, % at 10 µM, or EC50 in µM where a hit was titrated;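 active = activation above 40% with more than 50 cells counted in the well; inconclusive = wells holding fewer than 50 cells, flagged as toxic or sparse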;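 also: U2OS osteosarcoma cells stably expressing GPR55 and beta-arrestin-GFP; plate controls were DMSO negative control for no effect and LPI positive control for full effect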
HIV fusion peptide: cell-free HIV fusion peptide-binding blockers – biochemical, uHTS, fluorescence dequenching, primary screen (AID 1986); inhibition, % at 20 µM, or IC50 in µM where a hit was titrated; 290,000 compounds, 0.3% hits; cell-free peptide binding, fluorescence dequenching, 30 min; higher % means a stronger effect; in the data active = inhibition mostly above about 52%, no sharp cut-off; inactive = mostly below about 76%; also: some results filed as inactive read as strong as hits
NOD1 NF-kB reporter: inhibition of NOD1-driven NF-kB reporter – cell-based, luminescence, uHTS, primary screen (AID 1578) | NOD1-driven NF-kB luciferase reporter cells, luminescence; higher % means a stronger effect | inhibition, % at 4 µM, or EC50 in µM where a hit was titrated | 290,000 compounds, 1% hits; in the data active = inhibition mostly above about 36%, no sharp cut-off; inactive = mostly below about 34%;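 also: HEK-293T reporter cells stimulated with the NOD1 agonist gamma-tri-DAP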
Myeloid diff MLP GFP+ MAC1+ %: also measured in Myeloid diff MLP; calls as there; GFP+ MAC1+ double positive, %; measured here: differentiation confirmed by MAC1 staining
Active calls of the source: *; i = inactive; ? = inconclusive; . = not tested or not shown; + = active, no number; & = joins results of further samples; [ ] = dose if it differs, or a comment. Rule as the data show it, unless noted: active = inhibition above about 50%; inactive = the rest.

Values run as follows: GPR55 antagonists	GPR35 antagonists	NOD2 inhibition	KOR beta-arrestin-1	Myeloid diff MLP	Myeloid diff MLP GFP+ MAC1+ %	KOR beta-arrestin-2	GPR55 beta-arrestin	HIV fusion peptide	NOD1 NF-kB reporter
- CCC(COC(=O)c1cc(OC)c(OC)c(OC)c1)(c1ccccc1)N(C)C (stereo not given)
 : -6.8%	-6.7%	10.3%	-13.0%	i	9.0&2.3	1.0%	0.2%	-0.1%	-21.1%
- COc1ccc(-c2nc3ccccc3c(=O)o2)cc1
 : 1.3%	11.1%	-32.4%	-24.0%[20 µM]	i	0.1	-2.9%	-0.1%	-0.3%	-50.3%
- Cc1ccc(C(=O)c2cc(Br)ccc2N)cc1
 : 5.2%	0.4%	-5.7%	-3.4%	i	0.9	-1.7%	-0.3%	2.9%	-29.1%
- Nc1ccc2ccc3cccc[n+]3c2c1
 : -13.7%	19.6%	6.7%	12.1%[20 µM]	+	8.5*	11.1%	-0.2%	198.7%	-24.6%
- O=c1[nH]c(=S)n(C2CC2)c(O)c1C=NCc1cccnc1
 : 1.4%	5.2%	0.2%	-7.4%	.	.	1.9%	-0.3%	1.3%	-9.0%
- CCN(C(=O)Oc1ccccc1)c1ccc(C(O)(C(=O)OC)C(F)(F)F)cc1 (stereo not given)
 : 13.6%	-3.3%	7.2%	34.1%	i	0.5	-0.4%	1.6%	-0.3%	-30.5%
- Cc1ccc(OCC(=O)N2CCN(Cc3ccc4c(c3)OCO4)CC2)cc1
 : 5.4%	-2.7%	-3.8%	-1.9%	i	0.1	-8.0%	-0.2%	1.7%	-12.3%
- COc1cc2c(c(OC)c1OC)-c1ccc(O)c(=O)cc1C(NC(C)=O)CC2 (stereo not given)
 : -17.0%	3.9%	-19.2%	-76.0%	.	.	0.0%	0.0%	0.9%	-5.1%
- O=C(c1cc(-c2ccccc2)on1)N1CCC2(CC1)OCCO2
 : 1.5%	9.5%	-54.0%	7.6%	.	.	0.6%	0.1%	-0.3%	-15.0%
- COC(=O)c1ccc(N=C(c2ccccc2)c2c(O)n(C)c(=O)n(C)c2=O)cc1
 : -3.4%	0.2%	7.9%	-7.9%	i	0.9	5.1%	0.3%	22.4%	-4.6%
- COc1cc(/C=C(/C)[N+](=O)[O-])ccc1OCc1ccccc1Cl
 : 27.6%	2.45µM*	-55.8%	-0.7%	?	.	0.4%	13.4%	-0.8%	86.8%*
- O=c1[nH]c(=S)[nH]c(O)c1N=Nc1ccc2c(c1)OCO2
 : 5.0%	-8.3%	-35.0%	37.4%	i	0.3	-5.2%	0.2%	7.4%	-46.7%
- Cc1cc(CN(C)C)c(OC(=O)N(C)C)cc1C
 : 8.0%	-1.1%	-8.2%	0.0%	i	0.5	-0.3%	0.2%	0.7%	6.1%
- Cc1ccccc1-n1c(-c2ccc([N+](=O)[O-])cc2)nc2ccccc2c1=O
 : 11.9%	3.6%	16.1%	-3.6%	i	0.5	-6.0%	0.0%	1.4%	-0.6%
- c1ccc(CC2CCCCN2)cc1 (stereo not given)
 : 11.5%	-9.0%	15.1%	5.8%	i	0.1	-5.8%	0.4%	0.9%	38.2%
- O=C(Nc1cccc(C(F)(F)F)c1)OC1CN2CCC1CC2 (stereo not given)
 : 4.3%	-0.8%	23.3%	-3.3%	i	0.9	-3.9%	0.0%	-2.5%	-3.9%
- COc1cccc(OCc2cc(C(=O)NCc3cnc4ccccn34)no2)c1
 : -6.0%	5.7%	.	12.9%	i	0.8	1.8%	-0.2%	-2.3%	12.9µM*
- Cc1ccc(S(=O)(=O)NCc2ccc(C(=O)N3CCN(c4ccc([N+](=O)[O-])cc4)CC3)cc2)cc1
 : -8.2%	-10.3%	6.65µM*	-34.3%	i	2.1	0.5%	0.7%	-0.8%	4.26µM*
- COC(=O)N(c1ccccc1)P1(=S)OCCO1
 : -3.9%	-4.9%	-9.8%	-10.0%	i	0.2	4.5%	-0.2%	-0.1%	8.5%
- CCc1ccc(C(=O)OCC(=O)c2c(N)n(CC(C)C)c(=O)n(C)c2=O)cc1
 : 26.4%	-12.6%	.	-51.2%	i	1.5	7.4%	-1.1%	-0.4%	12.4µM*
- O=P(O)(O)C12CC3CC(CC(C3)C1)C2
 : 7.5%	5.0%	13.1%	-16.7%	i	6.3	-4.9%	-0.1%	0.6%	1.2%
- CC(=O)c1ccc(Nc2nc3ccccc3nc2NS(=O)(=O)c2cccs2)cc1
 : 21.7%	-12.7%	6.47µM*	-83.9%	i	6.0	4.3%	-0.2%	58.4%	8.18µM*
- CC(=O)N1N=C(c2c(O)n(C)c(=O)n(C)c2=O)CC1c1ccccc1 (stereo not given)
 : 4.1%	3.3%	1.2%	-7.0%	i	0.6	6.3%	0.0%	2.5%	-5.7%
- Nc1c(C(=O)NCCCc2ccccc2)c2nc3ccccc3nc2n1Cc1cccs1
 : -11.5%	-29.4%	-12.8%	-85.9%	i	1.8	3.3%	-0.2%	2.3%	22.2%
- CC1CCCC(NC(=O)CNC(=S)N2CC3CC(C2)c2cccc(=O)n2C3)C1C (stereo not given)
 : 13.2%	-9.2%	6.9%	-16.9%	i	4.1	-6.2%	-0.1%	-1.0%	-18.6%
- CCCCC(=O)N/N=C/c1c(O)n(CCCC)c(=S)[nH]c1=O
 : 1.9%	24.8%	12.5%	8.9%	i	1.6	0.8%	-0.2%	9.2%	2.2%
- CC(NCc1ccccc1C(F)(F)F)C(O)c1ccccc1 (stereo not given)
 : -5.7%	-1.1%	-28.4%	-17.2%[20 µM]	i	0.0	6.6%	0.2%	0.5%	9.6%
- CC1CCC(C(C)C)C(OC(=O)Cn2c(COc3ccccc3)[n+](C)c3ccccc32)C1 (stereo not given)
 : 19.7%	-1.6%	-20.6%	11.0%	i	0.2	4.0%	.	1.3%	-12.8%
- CC(C)[C@]12O[C@H]1[C@@H]1O[C@]13[C@]1(O[C@H]1C[C@H]1C4=C(CC[C@@]13C)C(=O)OC4)[C@@H]2O
 : -1.5%	-3.2%	8.7%	-13.7%	.	.	1.7%	-0.5%	-1.0%	107.3%*
- Clc1ccc(N2CC2c2ccncc2)cc1 (stereo not given)
 : 10.2%	-0.8%	-10.6%	28.3%	i	0.6	-0.2%	0.0%	-0.8%	2.4%
- CN1CCN(Cc2ccc(Br)s2)CC1
 : 17.7%	-0.6%	15.0%	-40.6%	i	5.1	-2.1%	-0.1%	-1.3%	-17.6%
- Cc1cccnc1-n1c(C)nc2ccccc2c1=O
 : 9.5%	-6.4%	-15.2%	-6.0%	i	1.3	2.1%	-0.2%	3.3%	-10.7%
- CCCc1cc(=O)oc2cc(OCC(=O)N3CCN(Cc4ccc5c(c4)OCO5)CC3)ccc12
 : -5.8%	-4.9%	-32.0%	-35.3%	i	1.3	-0.5%	-0.1%	-2.3%	-19.5%
- Cc1cc(C)cc(NC2=NCCCS2)c1
 : 7.7%	-8.9%	0.7%	18.9%	i	0.3	-1.7%	0.1%	0.0%	-15.6%
- CC(C)Sc1nnc([C@@H](N)Cc2ccccc2)o1
 : -2.9%	10.2%	-2.2%	-7.8%	i	3.2	5.8%	0.6%	1.7%	10.6%
- CCN1C(=O)C(=Cc2ccc(N3CCOCC3)o2)C(=O)N(CC)C1=S
 : 2.5%	4.1%	-25.1%	15.2%	i	0.2	-2.2%	-0.1%	135.7%	1.7%
- CCOC(=O)c1c(C)n(Cc2ccccc2)c2ccc(O)cc12
 : 1.4%	-2.2%	3.0%	10.0%	i	0.2	6.7%	1.2%	-2.0%	0.2%
- CC(C)c1ccc(-c2nc3ccccc3s2)cc1
 : 2.6%	-1.6%	0.02µM*	16.0%	i	0.1	3.3%	-0.1%	-1.3%	4.67µM*
- COc1ccc(NP(=O)(Oc2ccccc2OC)Oc2ccccc2OC)cc1
 : 0.2%	-4.2%	21.6%	30.9%	i	0.4	8.6%	0.0%	-2.4%	-18.8%
- Cn1ccc(NC(=O)CCl)n1
 : -0.5%	-10.4%	-12.9%	-10.8%	i	0.5	-1.5%	0.1%	-1.9%	-4.4%
- CCC(C)NS(=O)(=O)c1ccc(OCC(=O)N2CCN(CC)CC2)cc1 (stereo not given)
 : -1.4%	-5.7%	6.6%	-14.0%	i	0.8	2.2%	1.5%	-2.1%	-1.0%
- CCOC(=O)c1cc2c(cn1)[nH]c1ccccc12
 : -1.6%	-17.8%	1.4%	5.7%	i	1.9	2.0%	-0.1%	1.6%	-15.1%
- C/C(=N\N1CCCCCC1)c1c(O)n(C2CCCCC2)c(=O)[nH]c1=O
 : 6.2%	3.5%	4.3%	10.3%	i	0.2	1.7%	0.2%	0.9%	-7.2%
- Cc1cc(C)n(-c2ccc(NN=C(C#N)C#N)cc2)n1
 : -9.3%	-15.8%	-27.1%	-73.5%	i	0.0	3.8%	0.8%	2.8%	41.2%*
- CC(=NCc1ccco1)c1c(O)n(C)c(=O)n(C)c1=O
 : -23.1%	21.0%	-10.9%	-17.4%	i	0.8	1.4%	-0.4%	21.2%	9.6%
- COC(=O)CNC(=O)c1cn(CCC#N)nc1-c1ccc(F)cc1
 : 6.0%	0.5%	8.2%	-2.7%	i	0.0	-4.9%	0.6%	1.8%	-15.2%
- COc1ccc(CCN(C)Cc2c(F)cccc2F)cc1OC
 : 6.2%	-14.1%	2.3%	15.9%	i	7.7	1.3%	-0.3%	1.0%	-16.3%
- Cc1ccc(-n2c(O)c(C=NCc3cccnc3)c(=O)[nH]c2=O)cc1C
 : -2.3%	15.2%	13.2%	16.9%	i	0.7	7.1%	-0.3%	-3.0%	-0.8%
- CC(=O)N1N=C(c2cccnc2)OC1c1ccccc1Cl (stereo not given)
 : 2.4%	5.7%	7.7%	-3.8%	i	0.4	2.6%	-0.3%	-0.2%	-1.1%
- Cc1ccc(C(O)(c2ccc(C)c(C)c2)C2CN3CCC2CC3)cc1C (stereo not given)
 : 14.7%	-2.5%	0.3%	16.7%	i	0.5	-0.3%	-0.1%	-1.9%	0.2%
- c1ccc(CN2CCc3nc4ccccc4cc3C2)cc1
 : -8.2%	-2.1%	-67.5%	-11.5%	i	0.2	-1.1%	-0.1%	4.8%	-25.4%
- CC1=NN(c2ccccc2)C(=O)/C1=C/c1c(O)[nH]c(=S)[nH]c1=O
 : 14.3%	15.6%	13.6%	6.3%	i	0.6	-2.3%	-0.1%	-1.8%	7.2%
- CC1=Nc2cc(C(=O)N3CCC4(CC3)OCCO4)ccc2Sc2ccc(Cl)cc21
 : 6.6%	6.8%	14.7%	-12.0%	i	5.2	-1.5%	-0.1%	-1.1%	5.9%

High-throughput results: PubChem, several laboratories

The list is partial; the hit share may differ from the screen's.
